S3 lipid droplet: qHTS Assay for Lipid Storage Modulators in Drosophila S3 Cells; Drosophila S3 cells, BODIPY lipid droplet fluorescence, 18-24 h; cells fed with added oleic acid; lipid storage change, negative = inhibition, % at the top dose, mostly 46.1 µM; hits show Potency in µM; 320,000 tested, 0.64% active; AID 2685, 2010; active = well fitted inhibition curve with a large enough effect in the signal ratio, with a control signal flat, not every such curve was filed as active; inconclusive = small, poorly fitted or top-dose-only effect, or effect the other way, or a change in a side signal; the % refers to the signal ratio
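Laser-scanning cytometry quantifies lipid droplet accumulation (500–530 nm total intensity; droplet/cell object ratio) in oleic acid-fed (400 uM added) Drosophila S3 cells treated with a concentration series. 20 uM Triacsin C defined 100% inhibition.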
S3 lipid droplet cell count max: recorded beside S3 lipid droplet, whose call it bears; cell number change, %; measured here: cell count max response;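 cells counted by Cell Tracker Red CMTPX staining in the red channel; peak over a dose series mostly up to 46.1 µM; percent activity relative to internal control wells on each plate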
* hit, by the source's call; [ ] = another dose, or the depositor's remark. % is scaled to controls: 0 for no effect and ±100 for the full control effect; potency is read from the fitted curve at half-maximal effect. The list is partial (hit frequency here may not be typical).

How did COc1ccccc1NS(=O)(=O)c1cccc(NC(=O)C2CC2)c1 do in these assays?
S3 lipid droplet: inconclusive

Results for CC(CCN1CCN(CCO)CC1)c1ccccc1 (stereo not given) ?
S3 lipid droplet: inconclusive

Results for Cc1ccc(-c2nc3ccccc3[nH]c2=O)cc1 ?
S3 lipid droplet: -2.0%; S3 lipid droplet cell count max: 13.5

Results for CC(C)OCCCNc1nc2c([nH]1)c(=O)n(C)c(=O)n2C ?
S3 lipid droplet: -0.9%; S3 lipid droplet cell count max: 5.6

How did CC(CN1CCN(Cc2ccccc2)CC1)OC(=O)c1ccco1 (stereo not given) do in these assays?
S3 lipid droplet: 9.4%; S3 lipid droplet cell count max: 1.3

What do the screens show for `CC(=O)c1cc2c(C)cc(=O)oc2cc1O`?
S3 lipid droplet: inactive

How did Cc1ccc(C)c(S(=O)(=O)N2CCN(C(=O)c3n[nH]c(=O)c4ccccc34)CC2)c1 do in these assays?
S3 lipid droplet: inconclusive

Results for N#Cc1c(NCCO)ccc([N+](=O)[O-])c1NCCO ?
S3 lipid droplet: inconclusive

How did CCCc1c(O)nc(SCC(=O)N2CCCCC2)[nH]c1=O do in these assays?
S3 lipid droplet: inactive; S3 lipid droplet cell count max: 25.0

What do the screens show for `CCOC(=O)C1CCCN(C(=O)/C(=C/c2ccco2)NC(=O)c2ccccc2)C1` (stereo not given)?
S3 lipid droplet: inconclusive

Results for COc1ccc(/C=C/C(=O)N[C@@H](C)C(=O)O)cc1 ?
S3 lipid droplet: inconclusive

What do the screens show for `CCOc1ccc(C(=O)N2CCC3(CC2)NCCc2[nH]cnc23)cc1OCC`?
S3 lipid droplet: inactive; S3 lipid droplet cell count max: -20.4

How did O=C(c1cc([N+](=O)[O-])ccc1N1CCOCC1)N1CCN(c2ccc([N+](=O)[O-])cc2)CC1 do in these assays?
S3 lipid droplet: inconclusive

How did Cn1c(SCC(=O)N2CCN(S(=O)(=O)c3ccccc3)CC2)nc2ccccc21 do in these assays?
S3 lipid droplet: -14.1%; S3 lipid droplet cell count max: -14.1

What do the screens show for `CCOC(=O)C(CC)n1cnc2c(cnn2-c2ccc(Cl)cc2)c1=O` (stereo not given)?
S3 lipid droplet: 19.7%; S3 lipid droplet cell count max: 9.0

Results for COc1ccccc1N1CCN(C(=O)CN(c2cc(C)cc(C)c2)S(C)(=O)=O)CC1 ?
S3 lipid droplet: inconclusive

What do the screens show for `COc1ccc(-n2c(Cc3cccn3C)nnc2SCC(=O)Nc2ccccc2C)cc1`?
S3 lipid droplet: 22.0%[9.22 µM]

How did O=C(Nc1ccccn1)c1ccc(C(=O)c2ccccc2)cc1 do in these assays?
S3 lipid droplet: inconclusive

Results for COc1ccc2[nH]c3c(NCCN4CCCCC4)ncnc3c2c1 ?
S3 lipid droplet: 21.9%; S3 lipid droplet cell count max: 17.2

How did COC(C(=O)Nc1ccnn1C1CCN(Cc2nccs2)CC1)c1ccccc1 (stereo not given) do in these assays?
S3 lipid droplet: 18.4µM*; S3 lipid droplet cell count max: -27.2*

Two compounds picked at random from those above:
What do the screens show for `COc1ccc(-n2c(Cc3cccn3C)nnc2SCC(=O)Nc2ccccc2C)cc1`?
S3 lipid droplet: 22.0%[9.22 µM]

How did CCCc1c(O)nc(SCC(=O)N2CCCCC2)[nH]c1=O do in these assays?
S3 lipid droplet: inactive; S3 lipid droplet cell count max: 25.0

Following part.
How did COc1ccc(S(=O)(=O)N2CCCC2CNC(=O)C(=O)Nc2ccc(F)cc2)cc1 (stereo not given) do in these assays?
S3 lipid droplet: 6.6%[0.0737 µM]; S3 lipid droplet cell count max: 14.5

Results for Cc1cc(F)ccc1S(=O)(=O)Nc1ccccc1C(=O)NC1CCN(Cc2ccccc2)CC1 ?
S3 lipid droplet: 9.4%[0.0737 µM]

Results for O=C(CN1C(=O)c2ccccc2C1=O)NC1CCCCCC1 ?
S3 lipid droplet: inconclusive

How did C=CCOC(=O)C1=C[C@H](C2CCCCC2)[C@@H](CCCO)[C@H](OCC)O1 do in these assays?
S3 lipid droplet: inconclusive

How did CN(CC(=O)Nc1cccc(F)c1)CC(=O)NC(c1ccccc1)c1ccccc1 do in these assays?
S3 lipid droplet: inconclusive

How did COc1ccc(C(=O)/C=C/c2cccnc2)c(OC)c1 do in these assays?
S3 lipid droplet: inconclusive

What do the screens show for `Cc1ccc2cccc(OCCOCCOc3ccccc3Br)c2n1`?
S3 lipid droplet: inconclusive

What do the screens show for `COc1ccc(C2c3[nH]c4ccccc4c3C[C@H]3C(=O)N(c4ccccc4C(=O)N4CCC[C@@H]4C(=O)O)C(=O)N23)cc1` (stereo not given in full)?
S3 lipid droplet: 8.0%; S3 lipid droplet cell count max: 4.8

What do the screens show for `OCC(O)[C@@H](O[C@H]1O[C@H](CO)[C@@H](O)[C@H](O)[C@H]1O)[C@H](O)[C@@H](O)CO` (stereo not given in full)?
S3 lipid droplet: inconclusive

How did COc1ccc(Oc2ccc(/C=C/C(=O)c3cccc(OC)c3)cc2[N+](=O)[O-])cc1 do in these assays?
S3 lipid droplet: 0.6%; S3 lipid droplet cell count max: 12.6

What do the screens show for `Cc1c(N2C(=O)c3ccccc3C2(O)c2ccccc2)c(=O)n(-c2ccccc2)n1C` (stereo not given)?
S3 lipid droplet: inconclusive

What do the screens show for `Cc1cccc(C)c1NC(=O)CN(C)C(=O)c1ccccc1C(=O)N(C)Cc1ccccc1`?
S3 lipid droplet: inactive

What do the screens show for `Cc1ccc(C(=O)Nc2ccc(S(=O)(=O)Nc3cnc4ccccc4n3)cc2)cc1`?
S3 lipid droplet: inconclusive

Results for Cc1cc(N)n(-c2ccc(C)c(C)c2)n1 ?
S3 lipid droplet: -2.1%; S3 lipid droplet cell count max: 3.4

Results for Cc1cc(C)c2c(c1)cc(C)c1nnc(SCC(=O)N3CCCc4ccccc43)n12 ?
S3 lipid droplet: inconclusive

What do the screens show for `Cc1nn(CCCC(=O)Nc2cc(Oc3ccccc3)cc([N+](=O)[O-])c2)c(C)c1[N+](=O)[O-]`?
S3 lipid droplet: inconclusive

Results for FC(F)(F)c1cc(CCN2CCNC[C@H]2Cc2cccc3ccccc23)cc(C(F)(F)F)c1 ?
S3 lipid droplet: inconclusive

Results for CC1=CC(=Nc2c(C)n(C)n(-c3ccccc3)c2=O)C=C(C)C1=O ?
S3 lipid droplet: -5.4%; S3 lipid droplet cell count max: -9.6

How did CC(NC(=O)CSc1nnc(-c2cccnc2)n1N)c1ccccc1 (stereo not given) do in these assays?
S3 lipid droplet: inconclusive

Results for CC(/C=N/NC(=O)c1nnn(-c2nonc2N)c1C(C)C)=C\c1ccco1 ?
S3 lipid droplet: inconclusive

Overlap with the part before: 5 compounds, then new ones.
What do the screens show for `Cc1nn(CCCC(=O)Nc2cc(Oc3ccccc3)cc([N+](=O)[O-])c2)c(C)c1[N+](=O)[O-]`?
S3 lipid droplet: inconclusive

Results for FC(F)(F)c1cc(CCN2CCNC[C@H]2Cc2cccc3ccccc23)cc(C(F)(F)F)c1 ?
S3 lipid droplet: inconclusive

Results for CC1=CC(=Nc2c(C)n(C)n(-c3ccccc3)c2=O)C=C(C)C1=O ?
S3 lipid droplet: -5.4%; S3 lipid droplet cell count max: -9.6

How did CC(NC(=O)CSc1nnc(-c2cccnc2)n1N)c1ccccc1 (stereo not given) do in these assays?
S3 lipid droplet: inconclusive

Results for CC(/C=N/NC(=O)c1nnn(-c2nonc2N)c1C(C)C)=C\c1ccco1 ?
S3 lipid droplet: inconclusive

Results for Cc1cccc(NC(=O)c2ccc(NCC3CCCO3)c([N+](=O)[O-])c2)n1 (stereo not given) ?
S3 lipid droplet: inconclusive

What do the screens show for `Nc1ccc2nc(-c3ccc(N)c(Cl)c3)[nH]c2c1`?
S3 lipid droplet: 10.1%; S3 lipid droplet cell count max: 0.4

What do the screens show for `COc1ccc(S(=O)(=O)N(CC(=O)NN=C2CCN(C)CC2)c2ccc(C)cc2)cc1OC`?
S3 lipid droplet: -23.9%; S3 lipid droplet cell count max: -1.5

How did CC(=O)c1ccc(OCCNS(=O)(=O)c2ccc(-n3cnnn3)c(C)c2)cc1 do in these assays?
S3 lipid droplet: inconclusive

What do the screens show for `Cc1cc(C)c(OCC(=O)Nc2ccccn2)c([N+](=O)[O-])c1`?
S3 lipid droplet: 14.0%; S3 lipid droplet cell count max: 25.5

How did CCOC(=O)c1c(NC(N)=O)nc2n1CCC2 do in these assays?
S3 lipid droplet: 3.7%; S3 lipid droplet cell count max: 18.7

What do the screens show for `COc1cccc(CC(=O)OCC(=O)NC(=O)c2ccc(OC(F)F)cc2)c1`?
S3 lipid droplet: inactive

What do the screens show for `Cc1ccc2nc(NC(=O)CSc3nc(=O)n(CCN(C)C)c4c3CCCC4)sc2c1`?
S3 lipid droplet: inconclusive

How did Cc1ccc(C2=NCN(c3ccc(C(=O)O)cc3)C(=S)N2)cc1 do in these assays?
S3 lipid droplet: inconclusive

What do the screens show for `CN(C)S(=O)(=O)c1ccc(Cl)c(NC(=O)CN2C(=O)NC3(CCCC3)C2=O)c1`?
S3 lipid droplet: inactive; S3 lipid droplet cell count max: 18.1

Results for COc1ccc(CCN2CC34C=CC(O3)C(C(=O)NCc3ccccc3)C4C2=O)cc1OC (stereo not given) ?
S3 lipid droplet: inconclusive

What do the screens show for `CCCCCc1c(O)c2ccccc2[nH]c1=O`?
S3 lipid droplet: inconclusive

Results for Cc1ccc(N2NC(C)(c3cccs3)NC2=S)cc1 (stereo not given) ?
S3 lipid droplet: inconclusive

How did CCN(CC(=O)Nc1ccccc1C(F)(F)F)C(=O)CN1C(=O)NC2(CCCC2)C1=O do in these assays?
S3 lipid droplet: inconclusive

Results for COc1cc(/C=N/Nc2ccc3ccccc3c2)ccc1OC(=O)c1ccco1 ?
S3 lipid droplet: -13.5%; S3 lipid droplet cell count max: -18.9

What do the screens show for `CC[C@H]1c2[nH]c3ccccc3c2C[C@@H]2C(=O)N(c3ccc(F)cc3)C(=O)N21`?
S3 lipid droplet: inconclusive

What do the screens show for `Cc1ccc(NC(=O)CC(NC(=O)c2ccccc2Cl)c2ccccc2)nc1` (stereo not given)?
S3 lipid droplet: -13.8%; S3 lipid droplet cell count max: 12.3

Results for Cc1ccc(OCn2c(=O)sc3ccccc32)cc1 ?
S3 lipid droplet: inactive; S3 lipid droplet cell count max: 4.9

What do the screens show for `CC(C)Oc1ccc(C(=O)NNC(=O)c2ccccc2C(=O)O)cc1`?
S3 lipid droplet: 5.9%; S3 lipid droplet cell count max: 9.6

What do the screens show for `C=CCn1c(SC(CCO)C(=O)NCc2ccco2)nc2sc3c(c2c1=O)CCC3` (stereo not given)?
S3 lipid droplet: inconclusive

How did COc1cc(/C=N/N=C2/NC(=O)C(Cc3ccccc3)S2)ccc1O (stereo not given) do in these assays?
S3 lipid droplet: -2.1%; S3 lipid droplet cell count max: -4.3

What do the screens show for `CCC(C)c1ccc(NC(=S)NCc2ccccn2)cc1` (stereo not given)?
S3 lipid droplet: inconclusive

How did CC(Oc1ccc(Cl)cc1)C(=O)N(C)CC(=O)Nc1ccc(N2CCOCC2)cc1 (stereo not given) do in these assays?
S3 lipid droplet: inconclusive

Results for O=C(NNC(=O)c1c(O)c2ccccc2[nH]c1=O)c1ccccc1 ?
S3 lipid droplet: inconclusive

Results for CC(C)N(C(=O)Cn1c(-c2ccccc2Cl)nc2ccccc21)c1ccccc1 ?
S3 lipid droplet: -6.4%; S3 lipid droplet cell count max: -7.1

How did COc1ccc(C(=O)N2CCN(c3ccccc3)CC2)cc1S(=O)(=O)N1CCOCC1 do in these assays?
S3 lipid droplet: 3.26µM*; S3 lipid droplet cell count max: 0.9*

Results for O=c1[nH]n(-c2ccccc2Cl)c(=O)c2ccccc12 ?
S3 lipid droplet: inactive; S3 lipid droplet cell count max: -1.4

How did COc1ccccc1Nc1cc(C)nc2c(C)ccc([N+](=O)[O-])c12 do in these assays?
S3 lipid droplet: inconclusive

What do the screens show for `CCC(Oc1ccc(Br)cc1Cl)C(=O)Nc1nnc(C2CC2)s1` (stereo not given)?
S3 lipid droplet: inconclusive

How did Cc1nn(CC(=O)c2cccc(Cl)c2)c(C)c1[N+](=O)[O-] do in these assays?
S3 lipid droplet: inconclusive

Results for Cn1cccc1C(=O)NC(=O)COC(=O)CNC(=O)c1ccc(Cl)cc1Cl ?
S3 lipid droplet: inconclusive

What do the screens show for `O=C(CN(Cc1ccccc1)C(=O)c1csnn1)NCc1ccc2c(c1)OCO2`?
S3 lipid droplet: inactive

What do the screens show for `CC1(c2ccc(OC(F)F)cc2)NC(=O)N(CC(=O)Nc2ccc3[nH]c(=O)[nH]c3c2)C1=O` (stereo not given)?
S3 lipid droplet: -12.0%[0.0737 µM]; S3 lipid droplet cell count max: 6.1

Results for CCCN(CCC)S(=O)(=O)c1cc2c3c(c1)CCN3C(=O)CC2 ?
S3 lipid droplet: inactive

How did O=C1c2ccccc2NC2(CCCC2)N1O do in these assays?
S3 lipid droplet: inconclusive

Results for O=C(N/N=C/c1ccc2c(c1)OCO2)c1ccc(Br)o1 ?
S3 lipid droplet: 6.0%; S3 lipid droplet cell count max: 3.8

Screens from PubChem.
